# Screens from PubChem BioAssay.
# TRPML3 agonist: human mucolipin-3 channel agonism; AID 1448; 220,000 tested, 0.29% active; activation, % at 3 µM; Q8TDD5; HEK293 TRPML3-YFP, Fluo-8 calcium fluorescence; 100% = the carbachol control signal;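 active means activation above its plate's cutoff, the mean activation of the plate's test wells plus 3 SD, cut at about 12% in these data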;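 further: 0% = DMSO only wells and 100% = carbachol wells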
# Target sequence (Q8TDD5 whole entry, looked up): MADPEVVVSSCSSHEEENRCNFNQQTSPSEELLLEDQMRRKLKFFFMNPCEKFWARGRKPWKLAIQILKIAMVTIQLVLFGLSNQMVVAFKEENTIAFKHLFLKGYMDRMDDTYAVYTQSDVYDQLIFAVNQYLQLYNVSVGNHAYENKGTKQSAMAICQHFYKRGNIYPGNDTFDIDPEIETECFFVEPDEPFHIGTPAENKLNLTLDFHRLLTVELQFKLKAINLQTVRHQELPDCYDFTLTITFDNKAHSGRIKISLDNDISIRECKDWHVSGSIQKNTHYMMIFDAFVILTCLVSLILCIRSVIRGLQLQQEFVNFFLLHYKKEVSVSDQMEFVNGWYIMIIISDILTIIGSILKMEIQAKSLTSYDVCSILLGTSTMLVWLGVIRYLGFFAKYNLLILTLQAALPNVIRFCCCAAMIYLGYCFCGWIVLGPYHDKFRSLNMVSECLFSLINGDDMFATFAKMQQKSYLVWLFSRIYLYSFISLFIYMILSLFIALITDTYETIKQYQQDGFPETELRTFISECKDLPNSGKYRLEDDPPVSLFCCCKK
#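 system = HEK293 cells stably carrying human TRPML3-YFP | doses = one concentration, 3 µM nominal, 0.3% DMSO | timing = dye loading 1 h 37 °C then 30 min ambient, 125 s read | detection = Fluo-8 calcium dye fluorescence, ex 470-495, em 515-575 nm | benchmarks = high control carbachol 87 µM, low control DMSO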
# Furin inh: blocks human furin protease activity | AID 463115 | inhibition, % at 30 µM | P09958 | purified furin, fluorogenic substrate cleavage | 220,000 tested, 0.061% active; in the data active means inhibition above about 25%; further: inactives centre near -15
# Calpain2 inh: inhibitors of pig calpain II; inhibition, % at 16 µM; 220,000 tested, 0.37% active; purified calpain II, fluorogenic peptide substrate, 30 min;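 active means inhibition above about 50%, limit read from the data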
# PPC-1+TRAIL kill: PPC-1 cancer cell killing with TRAIL present. PPC-1 cells + TRAIL, ATPLite viability luminescence. cell killing (% activity), % at 4 µM. 220,000 tested, 0.41% active. AID 1443;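 active means cell killing above 50% in the first pass at 4 µM, then a duplicate retest at 5 µM averaging 50% or more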;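 further: plate controls were cells with TRAIL plus DMSO for no effect and medium-only wells lacking cells for full effect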
# Tb hexokinase: blocks Trypanosoma brucei hexokinase 1 activity. inhibition, % at 10 µM. recombinant TbHK1, G6PDH-coupled NADH A340. 220,000 tested, 0.11% active;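 active means inhibition of 50% or more in the single-dose primary screen; inactive means inhibition below 50%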
# thrombin 1536: blocks human thrombin protease activity | P00734 | alpha-thrombin, Boc-VPR-AMC fluorogenic substrate cleavage | inhibition, % at 5 µM | 220,000 tested, 0.26% active | AID 1046;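 active means inhibition at or above 40%; inactive means inhibition below 40%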;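 further: 0% = enzyme with no compound and 100% = wells without enzyme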
#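 Material: human alpha-thrombin protein; Also added: Boc-VPR-AMC substrate, 15 µM final; Timing: enzyme reaction carried out at room temperature; Signal: fluorescence, ex 355 nm, em 460 nm; Measure: % inhibition of thrombin; Controls: enzyme without compound as high, wells lacking enzyme as low.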
# EBV gp42 inh: inhibitors of Epstein-Barr virus glycoprotein 42. Q1HVG2. Fluorescence polarization binding assay, mP read-out. inhibition, % (tested at 21.74 µM). 220,000 tested, 0.42% active; in the data active means inhibition above about 50%
# Target sequence (Q1HVG2 whole entry, looked up): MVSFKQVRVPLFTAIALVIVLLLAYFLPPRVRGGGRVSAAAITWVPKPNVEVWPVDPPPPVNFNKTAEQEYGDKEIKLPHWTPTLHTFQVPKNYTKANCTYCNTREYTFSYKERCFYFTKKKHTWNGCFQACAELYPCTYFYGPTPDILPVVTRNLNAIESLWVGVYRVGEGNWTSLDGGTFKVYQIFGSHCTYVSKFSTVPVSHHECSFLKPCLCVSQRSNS
# TRPN1 ag: activates the zebrafish TRPN1 channel; HEK293 zebrafish TRPN1-YFP, Fluo-8 calcium fluorescence; 100% = response to 87 µM carbachol; activation, % at 3 µM; 220,000 tested, 0.18% active; AID 1424;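 active means activation above its plate's cutoff, the mean activation of test wells on that plate plus 3 SD, cut at about 19% in these data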;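 further: 0% = DMSO alone and 100% = 87 µM carbachol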
#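 Material: zebrafish TRPN1-YFP in HEK293 cells. Doses: one dose of 3 µM, 0.3% DMSO. Incubation: dye 1 h 37 °C plus 30 min RT. Measured by: intracellular calcium fluorescence with Fluo-8.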
# Cl transport mod: modulates chloride dependent transport by human KCC2 | Q9H2X9 | KCC2 cells, thallium flux FluoZin-2 fluorescence | B-score of Tl+ flux slope (higher = more flux/activation; lower = inhibition) at 10 µM | 190,000 tested, 2.2% active;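 active means thallium flux slope and its plate-corrected score both differing from the plate sample mean at a set confidence after two filtering rounds, in either direction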;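 further: slope of fluorescence scaled to starting intensity during 10 to 20 s after thallium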
# An asterisk follows results filed as active; x = not tested or not shown; [ ] = remark or other dose.
1	CC(C)Sc1nnc(NC(=O)c2ccco2)s1
2	CCOc1ccccc1Nc1nc(N)nc(CN2CCCCC2C)n1 (stereo not drawn)
3	COc1ccc(CN2CCN(C(=O)c3cccnc3)CC2)cc1Br
4	CCCCN(CCCC)Cc1ccc(C(=O)NN)o1
5	Cc1onc(-c2c(F)cccc2Cl)c1C(=O)OCC(=O)NC(c1ccccc1)c1ccccc1
6	Cc1ccc(-c2nc(CN3CCN(c4cnccn4)CC3)c(C)o2)o1
7	COc1ccc(/C=N/N(C(C)=O)c2nc(-c3ccc(C)cc3)cs2)cc1
8	CCCCN(C)S(=O)(=O)c1ccc(C(=O)Nc2nnc(C3=COCCO3)o2)cc1

assay / entry,1,2,3,4,5,6,7,8
TRPML3 agonist,1.0,0.1,0.8,0.7,-0.4,0.3,0.4,-0.2
Furin inh,-19,-26,-11,-13,-14[20 µM],-25,-15[20 µM],-21
Calpain2 inh,23,-20,-9,-14,34,-47,-40,-25
PPC-1+TRAIL kill,22,x,-1,13,18,-8,27,17
Tb hexokinase,-27,-3,4,-4,-2,-11,-8,-5
thrombin 1536,-22,-12,-2,-9,-2,-2,6,2
EBV gp42 inh,-11,-13,-18,-6,4,3,-28,1
TRPN1 ag,0.9,0.7,1.3,0.8,-0.8,-0.4,0.0,-2.2
Cl transport mod,-0.43,0.71,x,-0.32,0.021,0.47,0.22,0.64

9	Cc1ccc(S(=O)(=O)NCCCCCC(=O)Nc2c(C)n(C)n(-c3ccccc3)c2=O)cc1
10	O=C(NNC(=S)Nc1ccccc1C(F)(F)F)C1CC1
11	COc1ccc(C2(C(=O)NCCCN(C)C)CCOCC2)cc1
12	COc1ccc(CC(=O)n2[nH]c(=O)c3ccccc3c2=O)cc1OC
13	Cn1c(CNC(=O)c2cccs2)nnc1SCC(=O)Nc1ccccc1
14	COCCCNCC(O)COc1cccc2[nH]c(C)cc12 (stereo not drawn)
15	CN1CCN(C(=O)CCc2ccc(S(=O)(=O)NC3CCCCC3)cc2)CC1
16	O=C1/C(=C/N(C(=O)c2ccco2)c2ccc(Cl)cc2)Sc2ccccc21

assay / entry,9,10,11,12,13,14,15,16
TRPML3 agonist,-0.3,0.3,0.8,1.2,0.9,0.2,0.5,0.9
Furin inh,-5,-32,-17,-15,-10,-24,-17,-4
Calpain2 inh,8,-20,-20,9,-7,30,-19,1
PPC-1+TRAIL kill,-4,4,28,7,17,23,x,31
Tb hexokinase,12,5,0,-4,-5,0,-1,2
thrombin 1536,-3,4,-1,-11,-4,-3,-3,-7
EBV gp42 inh,-9,-13,-10,-16,-7,3,7,-21
TRPN1 ag,-0.5,0.2,1.6,-0.2,-0.3,-1.2,0.8,0.5
Cl transport mod,-0.53,0.37,0.83,0.83,-0.51,1.1,-0.081,0.92

# Compounds 15 to 16 of the list above:
15	CN1CCN(C(=O)CCc2ccc(S(=O)(=O)NC3CCCCC3)cc2)CC1
16	O=C1/C(=C/N(C(=O)c2ccco2)c2ccc(Cl)cc2)Sc2ccccc21

assay / entry,15,16
TRPML3 agonist,0.5,0.9
Furin inh,-17,-4
Calpain2 inh,-19,1
PPC-1+TRAIL kill,x,31
Tb hexokinase,-1,2
thrombin 1536,-3,-7
EBV gp42 inh,7,-21
TRPN1 ag,0.8,0.5
Cl transport mod,-0.081,0.92

# Continuation.
17	CC(=O)N(C)c1ccc(NC(=O)/C=C/c2ccccc2Cl)cc1
18	CC(C)(C)N1C(=O)c2ccc(C(=O)Nc3ccc(-c4nc5ccccc5[nH]4)cc3)cc2C1=O
19	Cc1ccc(C(=O)OCC(=O)Nc2ccccc2)cc1NC(=O)c1ccco1
20	COC(=O)COc1ccc(S(=O)(=O)Nc2ccc3c(c2)OCO3)cc1Cl
21	Cc1[nH]c2ccccc2c1Cc1n[nH]c(=S)o1
22	O=S(=O)(c1ccc(N2CCCC2c2nc3ccccc3s2)nc1)N1CCOCC1 (stereo not drawn)
23	Fc1ccc(C2c3cccn3CCN2C(=S)Nc2cccc(F)c2)cc1 (stereo not drawn)
24	CCOc1ccc(OCC)c2sc(C)nc12

assay / entry,17,18,19,20,21,22,23,24
TRPML3 agonist,-0.5,0.9,-0.5,0.7,0.8,0.0,0.8,0.3
Furin inh,-10[20 µM],-23,-26,-11[20 µM],-20,-11,-29,-22[20 µM]
Calpain2 inh,21,-36,-7,-448,-38,23,-24,-78
PPC-1+TRAIL kill,15,0,-16,10,0,10,28,24
Tb hexokinase,-13,-10,29,2,-6,1,3,-6
thrombin 1536,-1,-2,-10,-9,-3,2,-10,-7
EBV gp42 inh,-8,-11,-15,-3,-1,-13,-5,-1
TRPN1 ag,0.4,0.7,-0.4,0.8,2.1,-0.2,2.0,-1.3
Cl transport mod,x,0.46,0.072,-1.5,-3.4*,-0.38,0.39,x

25	O=C(Nc1sc(-c2ccccc2)cc1C(=O)O)c1ccccc1
26	COC(=O)CCC(=O)Nc1nccs1
27	COc1ccccc1-n1c(SCC(=O)Nc2nnc(C)s2)nc2c(c1=O)SCC2
28	C/C(=N/NC(=O)c1cc(C)[nH]n1)c1ccco1
29	O=c1cc(CNc2ccc(Br)cc2)nc2sccn12
30	Cc1ccc(S(=O)(=O)N/N=C2/CC(c3ccccc3)Oc3ccccc32)cc1[N+](=O)[O-] (stereo not drawn)
31	O=C(CCn1nc(-c2ccc(Cl)cc2)c2ccccc2c1=O)NCC1CCCO1 (stereo not drawn)
32	Cc1cc(C)nc(SCC(=O)Nc2ccc(N3CCOCC3)cc2)n1

assay / entry,25,26,27,28,29,30,31,32
TRPML3 agonist,-0.2,0.8,0.1,1.0,0.7,-1.2,-0.3,0.7
Furin inh,-11,0,-4[20 µM],-17,-7,-17[20 µM],-10[20 µM],-18[20 µM]
Calpain2 inh,-3,18,17,-17,9,-3,-44,-2
PPC-1+TRAIL kill,-2,-1,-6,9,24,2,5,21
Tb hexokinase,-17,3,-11,-15,35,-4,0,3
thrombin 1536,0,-1,-6,-4,-2,6,-1,-1
EBV gp42 inh,-9,-7,-6,-16,-3,-13,2,-35
TRPN1 ag,-0.2,0.3,0.1,1.7,1.2,-2.0,-0.1,0.7
Cl transport mod,-1.7,0.23,-0.77,0.075,-0.7,0.057,-0.44,x

# Continued, overlapping the part above by 3 compounds.
30	Cc1ccc(S(=O)(=O)N/N=C2/CC(c3ccccc3)Oc3ccccc32)cc1[N+](=O)[O-] (stereo not drawn)
31	O=C(CCn1nc(-c2ccc(Cl)cc2)c2ccccc2c1=O)NCC1CCCO1 (stereo not drawn)
32	Cc1cc(C)nc(SCC(=O)Nc2ccc(N3CCOCC3)cc2)n1
33	O=C(NC(=S)Nc1nc(-c2cccc3ccccc23)cs1)c1cc2ccccc2o1
34	COC(=O)Nc1cc(C)nc2ccccc12
35	CCO[C@H]1OC(C(=O)NC2CC2)=C[C@@H](c2ccc(Br)cc2)[C@@H]1CCCO
36	COC(=O)c1cc2occc2n1CC(=O)N(C)C1CCCCC1
37	CCN(CC)S(=O)(=O)c1ccc(OC(C)C)nc1
38	O=C(O)CC1COc2ccccc2N1C(=O)c1ccccc1Cl (stereo not drawn)
39	COc1ccc(N(C(=O)c2cccc([N+](=O)[O-])c2)S(=O)(=O)c2ccc3c(c2)n(C)c(=O)n3C)cc1
40	CCn1c(SCC(=O)NC(C)(C)C)nc(O)cc1=O

assay / entry,30,31,32,33,34,35,36,37,38,39,40
TRPML3 agonist,-1.2,-0.3,0.7,1.1,0.4,0.1,-0.8,0.2,0.6,-0.2,-0.7
Furin inh,-17[20 µM],-10[20 µM],-18[20 µM],-14,-14,-30,-1,-19[20 µM],-25,-19[20 µM],-28
Calpain2 inh,-3,-44,-2,17,18,3,-15,0,-26,2,-25
PPC-1+TRAIL kill,2,5,21,7,-14,1,3,-33,-3,-4,-12
Tb hexokinase,-4,0,3,-8,20,1,-1,6,-3,-11,0
thrombin 1536,6,-1,-1,-3,10,-2,1,3,-10,32,-1
EBV gp42 inh,-13,2,-35,-23,-10,-13,-4,-26,-10,-27,-5
TRPN1 ag,-2.0,-0.1,0.7,3.1,0.5,0.9,0.6,0.8,0.3,1.6,0.6
Cl transport mod,0.057,-0.44,x,1.1,-0.27,-0.65,0.46,0.3,0.045,x,0.68

41	COCCCNC(=O)c1cccc(C(=O)NCCCOC)c1
42	O=C(N/C(=C/c1ccc(Br)cc1)C(=O)N1CCOCC1)c1cccs1
43	CCCCCC(=O)N1CCN(CCN=CC2=C(O)CC(c3ccc(OC)c(OC)c3)CC2=O)CC1 (stereo not drawn)
44	O=Cc1ccccc1OS(=O)(=O)c1ccccc1
45	CCC1(C)Cc2nc3[nH]c(=S)n(-c4ccccc4C)c(=O)c3cc2CO1 (stereo not drawn)

assay / entry,41,42,43,44,45
TRPML3 agonist,0.7,2.3,0.0,0.9,1.8
Furin inh,-33,-5,-7,-9,-23
Calpain2 inh,-9,21,-20,-1,-3
PPC-1+TRAIL kill,8,27,2,-10,16
Tb hexokinase,1,-11,49,13,-23
thrombin 1536,2,-8,1,-8,4
EBV gp42 inh,-13,-4,-7,1,-9
TRPN1 ag,0.6,3.6,1.3,0.0,2.4
Cl transport mod,x,-0.0077,1.4,-0.85,3.7

# Fetched by structure from the list above, 4 records:
32	Cc1cc(C)nc(SCC(=O)Nc2ccc(N3CCOCC3)cc2)n1
27	COc1ccccc1-n1c(SCC(=O)Nc2nnc(C)s2)nc2c(c1=O)SCC2
4	CCCCN(CCCC)Cc1ccc(C(=O)NN)o1
31	O=C(CCn1nc(-c2ccc(Cl)cc2)c2ccccc2c1=O)NCC1CCCO1 (stereo not drawn)

assay / entry,32,27,4,31
TRPML3 agonist,0.7,0.1,0.7,-0.3
Furin inh,-18[20 µM],-4[20 µM],-13,-10[20 µM]
Calpain2 inh,-2,17,-14,-44
PPC-1+TRAIL kill,21,-6,13,5
Tb hexokinase,3,-11,-4,0
thrombin 1536,-1,-6,-9,-1
EBV gp42 inh,-35,-6,-6,2
TRPN1 ag,0.7,0.1,0.8,-0.1
Cl transport mod,x,-0.77,-0.32,-0.44
